Chronic BCR inh = inhibitors of chronic active B-cell receptor signaling; ABC-DLBCL IkBa-CBG/CBR reporter, luminescence ratio, 4 h; Potency, µM (series often up to 46.1 µM), without a hit: at the top dose ratio change, negative = lower green/red ratio, most hits filed as inhibitors; 340,000 compounds, 0.05% hits; AID 493014; active = well fitted inhibition curve with a large enough effect in the signal ratio, with a control signal flat, not every such curve was filed as active; inconclusive = small, poorly fitted or top-dose-only effect, or effect the other way, or a change in a side signal; the % refers to the signal ratio;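 also: potency is read from the fitted curve at half-maximal effect; plate controls were basal doxycycline-induced cells for no effect and cells given 10 µM MG132 for full effect; MG132 reads +100%, hits lower the ratio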
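Concentration-response series (up to 46 uM) were applied to TMD8 dual-reporter cells for 4 h at 37C with doxycycline. Green/red ratio, after filter-overlap correction, defined %Activity; red signal alone was normalised to basal cells and zero luminescence.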
FBPA coupling cs = coupling enzyme interference in Giardia aldolase counter-screen; activity change, negative = inhibition, % at 58.2 µM, hits read low; coupling enzyme system counterscreen, AmpLite Red fluorescence; 290,000 compounds, 0.67% hits; in the data active = activity change below about -30%; also: % is scaled to controls: 0 for no effect and ±100 for the full control effect
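Counterscreen of the coupled detection system alone, without aldolase: glyceraldehyde-3-phosphate coupling enzymes plus AmpLite Red readout. Compounds at 57.5 uM final, 10 min RT preincubation, 20 min RT reaction, fluorescence 525/598 nm.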
A-T KAP1 phos = candidate therapy for ataxia-telangiectasia | […] A-T fibroblasts, KAP-1 phosphorylation AlphaLISA; neocarzinostatin DNA damage 30 min before lysis | Potency, µM (titrated, usually from 57.5 µM), without a hit: top-dose activation, actives largely listed as activators | 320,000 compounds, 0.19% hits; also: potency is read from the fitted curve at half-maximal effect; % of control where 0% means no effect; nearly all actives have a fitted effect of over 45% in size
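hTERT-immortalized A-T patient fibroblasts ([…]), 500 cells/well in OPTI-MEM, 1% FBS, got compounds for 60 min, then NCS for 30 min at 37C. Lysates were then assayed for phospho-KAP-1 by AlphaLISA (anti-pKAP1 donor, anti-KAP1 acceptor beads), 6 hr at 25C.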
hERG WT inh = KCNH2 (human, wildtype) channel inhibition; U2OS, BacMam KCNH2, thallium flux FluxOr; stronger effect = lower value; Q12809; activity change, % at 1.84 µM; AID 720551; 340,000 compounds, 0.37% hits;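 active = maximum activity change below -70%; inconclusive = maximum activity change between -70% and -50%; inactive = maximum activity change above -50%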; also: % is scaled to controls: 0 for no effect and ±100 for the full control effect
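U2OS cells were transduced with wild-type KCNH2 virus (2.03 x 10^8 / mL) for 4 h at room temperature, then cultured overnight at 37 C. Thallium flux was read with FluxOr dye. Rate constants were normalized to DMSO controls.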
TCR activator = activators of T cell receptors; primary human leukocytes, anti-CD3, IL-2 HTRF, 48 h; Potency, µM (top dose mostly 9.22 µM), for the others: at the highest dose activation of IL-2 secretion, actives largely listed as activators; 330,000 tested, under 10 active; AID 504894; also: % of control where 0% means no effect
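Primary human leukocytes incubated 48 hr with anti-CD3 beads plus compound, without co-stimulation. Secreted IL-2 measured by HTRF (europium cryptate/d2 anti-IL-2 pair, 320 nm excitation, 665 nm emission).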
GALK inh = blocks human galactokinase activity | Purified GALK, Kinase-Glo residual ATP luminescence | Potency, µM (doses to about 57.5 µM), for the others: at the top dose activity change, negative = inhibition, usual class: inhibitors | 270,000 compounds, 0.007% hits; also: potency is read from the fitted curve at half-maximal effect; % is scaled to controls: 0 for no effect and ±100 for the full control effect
Target sequence (P51570 whole entry, looked up): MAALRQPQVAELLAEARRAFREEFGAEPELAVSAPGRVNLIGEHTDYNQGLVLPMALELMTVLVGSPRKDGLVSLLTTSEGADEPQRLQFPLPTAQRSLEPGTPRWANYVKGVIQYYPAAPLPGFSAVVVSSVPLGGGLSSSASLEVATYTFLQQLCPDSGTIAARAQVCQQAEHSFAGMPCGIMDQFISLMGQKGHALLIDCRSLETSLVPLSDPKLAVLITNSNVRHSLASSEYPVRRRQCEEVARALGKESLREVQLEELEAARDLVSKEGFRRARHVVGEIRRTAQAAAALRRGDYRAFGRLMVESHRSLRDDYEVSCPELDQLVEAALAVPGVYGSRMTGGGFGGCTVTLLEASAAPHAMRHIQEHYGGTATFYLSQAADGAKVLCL
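Kinase-Glo Plus luminescence measured ATP left after a 1 h room-temperature reaction. The reaction used 5 nM GALK, 100 uM galactose and 35 uM ATP at pH 8.0 (20 mM HEPES, 5 mM MgCl2, 60 mM NaCl, 1 mM DTT, 0.01% BSA).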
Tb PFK inh = T. brucei PFK enzyme inhibition | O15648 | T. brucei PFK, ADP-Glo luminescence | Potency, µM (series often up to 57.5 µM), for inactives: at the highest dose activity, negative = inhibition, usual class: inhibitors | 330,000 compounds, 0.17% hits;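 also: potency is read from the fitted curve at half-maximal effect; 0% = uninhibited 1x PFK enzyme wells and -100% = no-enzyme wells; nearly all actives have a fitted effect of over 60% in size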
Target sequence (O15648 whole entry, looked up): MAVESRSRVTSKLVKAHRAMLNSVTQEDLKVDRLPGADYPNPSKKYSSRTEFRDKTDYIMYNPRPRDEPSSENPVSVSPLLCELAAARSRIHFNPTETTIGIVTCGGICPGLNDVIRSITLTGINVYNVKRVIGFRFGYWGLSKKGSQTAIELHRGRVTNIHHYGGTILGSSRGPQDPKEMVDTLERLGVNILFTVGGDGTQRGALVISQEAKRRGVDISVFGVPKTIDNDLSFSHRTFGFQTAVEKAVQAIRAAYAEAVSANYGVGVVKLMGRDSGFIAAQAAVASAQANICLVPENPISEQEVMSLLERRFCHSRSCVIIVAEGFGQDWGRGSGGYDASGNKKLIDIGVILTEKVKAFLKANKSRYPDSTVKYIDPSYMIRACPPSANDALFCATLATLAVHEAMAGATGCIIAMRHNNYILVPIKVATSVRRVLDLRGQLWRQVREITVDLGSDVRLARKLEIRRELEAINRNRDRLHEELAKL
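In TEA buffer at pH 8.0 with 5 mM MgCl2, enzyme (1.25 nM) converted F6P (0.5 mM) and ATP (0.1 mM) for 45 min at room temperature. ADP product was read by luciferase luminescence.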
MLL CXXC-DNA inh = MLL CXXC-DNA interaction inhibition. MLL-CXXC / FITC-HOXA9 DNA fluorescence polarization. 290,000 compounds, 0.037% hits. Potency, µM (top dose mostly 115 µM), for inactives: top-dose activity change, negative = inhibition, actives largely listed as inhibitors. Q03164; active = well fitted inhibition curve with a large enough effect in the polarisation, with a control signal flat, not every such curve was filed as active; inconclusive = small, poorly fitted or top-dose-only effect, or effect the other way, or a change in a side signal; inactive = no such curve, though single readings can be large or run the other way; the % refers to the polarisation; also: potency is read from the fitted curve at half-maximal effect
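Fluorescence polarization: 7 uM MLL-CXXC (stock) preincubated 5 min with compounds, then 50 nM fluorescein-HOX-A9 DNA (stock) added; 30 min ambient. Buffer 50 mM Tris-HCl pH 7.5, 50 mM NaCl, 1 mM DTT, 0.05% BSA.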
Giardia killer = Giardia lamblia killing. Giardia lamblia trophozoite viability. 340,000 compounds, 0.15% hits. activity change, % at 7.66 µM, hits read low. AID 540267; in the data active = activity change below about -80%; inconclusive = between about -30% and that limit;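 also: parasites exposed to compound for two days anaerobically before the ATP read; % is scaled to controls: 0 for no effect and ±100 for the full control effect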
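Giardia trophozoites, 100 cells per well, were exposed to compounds for 48 hrs at 37 deg C under anaerobic conditions; viability was then read as ATP content by bioluminescence after 15-30 min at room temperature.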
TSHR antagonist = human thyrotropin receptor antagonism; 330,000 compounds, 0.2% hits; activity change, negative = inhibition, % at 11.5 µM; TSHR-expressing cells, TSH-stimulated cAMP HTRF, 2 h; stronger effect = lower value;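 active = activity change below a set negative limit, meaning inhibition stronger than a set level, cut at about -70% in these data; inconclusive = activity change between two set negative limits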; also: % is scaled to controls: 0 for no effect and ±100 for the full control effect
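Inhibition of cAMP made by TSHR-expressing cells under TSH stimulation (4nM final, EC80; 2 h, 37 deg C) is quantified with a one-step lysis HTRF kit, anti-cAMP cryptate versus cAMP-d2.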
Starred values were filed as active, the others as inactive; u = inconclusive; x = no result given; & = joins results of further samples; [ ] = remark or other dose. Unless noted, calls follow the shape of the dose curve; as a rule, active = well fitted curve in the direction sought with a large enough effect; inconclusive = small, poorly fitted or top-dose-only effect, or another doubt; inactive = no such curve, though single readings can be large; an effect the other way counts as inactive or inconclusive. Compounds as they come, and some 1.6% of all compounds hit somewhere here.

The opening five entries, ahead of the listing:
SMILES	Chronic BCR inh	FBPA coupling cs	A-T KAP1 phos	hERG WT inh	TCR activator	GALK inh	Tb PFK inh	MLL CXXC-DNA inh	Giardia killer	TSHR antagonist
Cc1cccc(-c2nc(-c3ccncc3)no2)c1	u	4	-4%	-6	-53%	-3%	4%	13%	-4	9
CCN(C(=O)CSc1nc2ccccc2c(=O)n1CCOC)C1CCS(=O)(=O)C1 (stereo not drawn)	13%	3	6%	3	-11%	14%	1%	7%	-4	12
Cc1ccc(NC(=S)N=Nc2c(O)n(C)c3ccc(S(=O)(=O)N4CCOCC4)cc23)cc1C	u	-2	-1%	4	-5%	x	-2%	6%	-24	2
O=C(COC(=O)[C@H](Cc1ccccc1)NS(=O)(=O)c1ccccc1F)NC1CCCCC1	10%	0	0%	-2	-6%	1%	2%	8%	2	8
CCOC(=O)C(C)Sc1nc(-c2ccco2)cc(C(F)(F)F)c1C#N (stereo not drawn)	7%	6	7%	-2	-2%	10%	-6%	5%	17	-18

The listing, from the first entry:
SMILES	Chronic BCR inh	FBPA coupling cs	A-T KAP1 phos	hERG WT inh	TCR activator	GALK inh	Tb PFK inh	MLL CXXC-DNA inh	Giardia killer	TSHR antagonist
Cc1cccc(-c2nc(-c3ccncc3)no2)c1	u	4	-4%	-6	-53%	-3%	4%	13%	-4	9
CCN(C(=O)CSc1nc2ccccc2c(=O)n1CCOC)C1CCS(=O)(=O)C1 (stereo not drawn)	13%	3	6%	3	-11%	14%	1%	7%	-4	12
Cc1ccc(NC(=S)N=Nc2c(O)n(C)c3ccc(S(=O)(=O)N4CCOCC4)cc23)cc1C	u	-2	-1%	4	-5%	x	-2%	6%	-24	2
O=C(COC(=O)[C@H](Cc1ccccc1)NS(=O)(=O)c1ccccc1F)NC1CCCCC1	10%	0	0%	-2	-6%	1%	2%	8%	2	8
CCOC(=O)C(C)Sc1nc(-c2ccco2)cc(C(F)(F)F)c1C#N (stereo not drawn)	7%	6	7%	-2	-2%	10%	-6%	5%	17	-18
CC(=O)Oc1ccc(C(c2ccc(OC(C)=O)cc2)c2ccccn2)cc1	u	6&1&4	-4%	-17	-11%	-2%	-3%	0%	1	u
Fc1ccc(-c2ccnc3nc(N4CCN(c5ccccc5)CC4)nn23)cc1	-8%	2	4%	0	-2%	-4%	1%	1%	-3	-21
N#CC1=C(N)Oc2n[nH]c(-c3cccs3)c2C1C1CCCCC1 (stereo not drawn)	u	-14	5%	26	4%	-7%	-6%	10%	-1	-5
c1ccc(CCN(Cc2ccccc2)C2CCN(C3CCCC3)CC2)cc1	2%	-20	5%	12	-2%	1%	-12%	-1%	18	22
CSc1nnc2c(n1)OC(c1cn(C)c3ccccc13)N(C(C)=O)c1ccccc1-2 (stereo not drawn)	u	2	-2%	0	-6%	0%	-3%	-3%	0	1
COC(=O)CSc1cc(C(=O)c2nccn2C)c2ccccc2n1	-3%	-1	4%	0	12%	1%	4%	1%	u	-6
N#C/C(=C/c1ccc(-c2ccc(C(=O)O)c(Cl)c2)o1)C(=O)NCC1CCCO1 (stereo not drawn)	0%	1	2%	-4	1%[46.1 µM]	4%	13%	7%	-3	-1
CCCCOc1ccc(NC2=NC3(CCCC3)N=C(N)N2)cc1	3%	2	-8%	1	-7%	-1%	9%	17%	1	4
O=c1[nH]c(-c2ccncc2)nc2ccccc12	-7%	0	-3%	-4	0%	3%	1%	1%	3	9
Cc1ccc(C(=O)N2CCN(c3ccc([N+](=O)[O-])cc3-n3cccc3)CC2)cc1	13%	0	-3%	6	0%	x	1%	-6%	11	-3
C#Cc1ccc([C@@H]2C=C(C(=O)NC3CC3)O[C@H](OCCCCO)C2)cc1	3%	2	-23%	0	-3%	4%	-4%	-4%	-7	-6
CCOc1ccc(S(=O)(=O)Nc2cc(Cl)ccc2O)cc1	0%	0	0%	5	-5%	-3%	-1%	-11%	21	-8
COC(=O)c1ccc(NC(=O)CC2C(=O)N(C)C(=S)N2Cc2ccc(S(N)(=O)=O)cc2)cc1 (stereo not drawn)	8%	1	-13%	-7	-4%	1%	2%	9%	-6	8
Cn1c(=NC(=O)c2cnccn2)sc2ccccc21	0%	-5	-4%	2	-1%	2%	-13%	-22%	u	-1
Cc1ccc(C23CC4CC(CC(C(=O)NC(C)C(=O)O)(C4)C2)C3)cc1 (stereo not drawn)	5%	15	43%	-5	2%	2%	-3%	-10%	16	4
CC(=O)C1C(c2ccccc2)c2c(noc2C)CC1(C)O (stereo not drawn)	3%	-2	39%	-1	8%	-3%	0%	-18%	14	15
COC(=O)c1ccccc1NC(=S)NC(NC(=O)c1ccccc1[N+](=O)[O-])C(Cl)(Cl)Cl (stereo not drawn)	u	1	-5%	0	2%	-4%	2%	-3%	-4	-3
Cc1cccc(NC(=S)N/N=C/c2cccc(O)c2)c1C	u	1	0%	8	3%	-3%	4%	2%	10	-5
CC1(C)OC(=O)C(=CNC(=O)c2c(F)cccc2F)C(=O)O1	-1%	0	1%	1	0%	0%	0%	10%	-6	-5
O=C(N/N=C/c1coc2ccc(Cl)cc2c1=O)c1ccncc1	0%	6	-1%	-2	6%	1%	2%	2%	12	9
SMILES	Chronic BCR inh	FBPA coupling cs	A-T KAP1 phos	hERG WT inh	TCR activator	GALK inh	Tb PFK inh	MLL CXXC-DNA inh	Giardia killer	TSHR antagonist
COC(=O)c1sccc1NS(=O)(=O)c1ccccc1[N+](=O)[O-]	1%	x	-5%	-2	-5%	x	-5%	x	-9	-1
COc1cc(OC)c(NC(=O)c2cccc(F)c2)cc1Cl	2%	0	1%	-3	0%[46.1 µM]	0%	3%	1%	11	1
COc1cccc(OC)c1C(=O)N1CCN(C(=O)c2ccc(-c3ccccc3)cc2)CC1	u	2	9%	4	-3%	-6%	2%	-13%	-8	8
CCOc1cc(C(=O)Oc2cc(C)[nH]c(=O)c2[N+](=O)[O-])cc(OCC)c1OCC	0%	x	0%	-25	-2%	-4%	12%	3%	-17	3
Cc1onc(-c2ccccc2Cl)c1C(=O)Nc1sc2c(c1C(N)=O)CCC(C)C2 (stereo not drawn)	-1%	-6	-2%	0	12%[46.1 µM]	-1%	-4%	-2%	6	-8
CCN(CCCn1c(=S)[nH]c2ncccc2c1=O)c1ccccc1	-4%	-3	-11%	1	0%	-3%	5%	44%[activator]	-5	-2
CC(C)CC(NC(=O)C1CCCCC1)C(=O)NCc1ccccn1 (stereo not drawn)	5%	3	0%	2	-2%	0%	-3%	-6%	11	2
Cc1ccccc1-c1nn[nH]n1	0%	-2	x	5	-3%	3%	3%	4%	16	1
N#Cc1ccccc1S(=O)(=O)N1CCNS(=O)(=O)c2ccccc21	u	x	8%[11.5 µM]	0	-11%[46.1 µM]	x	0%	x	6	-3
COc1ccc(CN/C=C2\CCCCC2=O)cc1	3%	-4	2%	-3	x	0%	-8%	2%	-10	1
N#CCC(=O)N/N=C/c1cc([N+](=O)[O-])ccc1N1CCOCC1	-12%	0	6%	7	-2%	10%	-12%	-3%	5	2
COc1cccc2c1OC1(C)CC2NC(=O)N1c1cccc(C(=O)Nc2ccc3c(c2)OCCO3)c1 (stereo not drawn)	u	0	7%	4	5%	-1%	3%	6%	8	-9
C/C(=N\NC(=S)NCc1ccccc1)c1ccc(C#N)cc1	-28%	0	2%	-12	-1%	-1%	-5%	-2%	-11	-6
Cc1cc(C(=O)Nc2cccc(S(=O)(=O)N3CCCC3)c2)c2ccccc2n1	-2%	x	1%	-8	x	x	0%	x	2	-14
Cc1c(Nc2cc(N3CCCCCC3)c3nonc3c2[N+](=O)[O-])c(=O)n(-c2ccccc2)n1C	2%	-2	-4%	5	2%	-1%	3%	-1%	-4	4
CSc1ccccc1C(=O)OCC(=O)N1CCCCCC1	1%	x	15%	7	-5%[46.1 µM]	x	-1%	x	3	-3
Cc1c(C(=O)Nc2ccccc2C(=O)N2CCCC2)cccc1[N+](=O)[O-]	5%	4	4%	x	-4%	-4%	5%	6%	48[activator]	12
Cc1sc2c(c1C)C(=O)/C(=C\Nc1ccncc1)S(=O)(=O)N2C	27%	8	2%	11	-6%	0%	-5%	-7%	4	10
COc1ccc(CN2C(=O)c3cccnc3C2=O)cc1S(=O)(=O)N1CC(C)CC(C)C1 (stereo not drawn)	-7%	1	-2%	-6	2%	-2%	3%	0%	-2	5
